Tb PYK inh – T. brucei pyruvate kinase inhibition. Q57TT1. TbPYK enzyme, Kinase-Glo Plus ATP luminescence, 45 min. Potency, µM (titrated, usually from 76.8 µM), for the others: at the highest dose activity, negative = inhibition, usual class: inhibitors. hit rate 0.12% among 410,000; also: potency is read from the fitted curve at half-maximal effect; % is scaled to controls: 0 for no effect and ±100 for the full control effect; nearly all actives have a fitted effect of over 50% in size
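ADP (130 uM final) triggers the TbPYK reaction after compound addition; incubation is 45 min at room temperature. Kinase-Glo Plus is then added and luminescence imaged. Normalized data are fitted to concentration-effect curves.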
Cycloheximide cs – affects cycloheximide protein synthesis inhibition readout, counter-screen | max response, % | AID 2314 | hit rate 12% among 300,000 | cell reporter, cycloheximide protein synthesis inhibition counterscreen; in the data active = max response mostly above about 13%, no sharp cut-off; inactive = mostly below about 14%; also: read at 38.3 µM for the half of the compounds with a filed dose; 0% is about no effect
AMA1-RON2 inh – disrupts binding of P. falciparum AMA1 to RON2. AlphaScreen AMA1-biotinylated RON2 peptide binding. Potency, µM (doses to about 58.2 µM), for inactives: at the highest dose activity change, negative = inhibition, hits mostly inhibitors. hit rate 0.2% among 360,000. AID 720542;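 also: potency is read from the fitted curve at half-maximal effect; 0% = vehicle wells and -100% = peptide control; nearly all actives have a fitted effect of over 45% in size; some results filed as inactive show a strong effect at the top dose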
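AMA1 (3D7) with his tag at 25 nM final met compounds first, then biotinylated RON2 peptide at 25 nM; detection used donor plus acceptor beads, 10 µg/mL apiece, read by AlphaScreen after 30 min at room temperature.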
Pf growth 48h – P. falciparum growth inhibition at 48 hours (one generation) | P. falciparum luciferase growth in erythrocytes, 48 h | hit rate 5.9% among 310,000 | AID 504832 | Potency, µM (series often up to 28.7 µM), for inactives: at the highest dose activity change, negative = inhibition, hits mostly inhibitors; also: potency is read from the fitted curve at half-maximal effect; % is scaled to controls: 0 for no effect and ±100 for the full control effect
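Erythrocytes infected with P. falciparum carrying an integrated firefly luciferase reporter (2% hematocrit, 0.1% parasitemia final) were exposed to compounds in RPMI 1640 with 0.5% Albumax at 37 C, 5% CO2. Growth inhibition was scored as reduced luminescence.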
Pf growth 96h – P. falciparum growth inhibition at 96 hours | P. falciparum luciferase reporter growth, 96 h | Potency, µM (doses to about 28.7 µM), inactives show at the top dose activity change, negative = inhibition, most hits filed as inhibitors | hit rate 6.9% among 320,000 | AID 504834; also: potency is read from the fitted curve at half-maximal effect; % is scaled to controls: 0 for no effect and ±100 for the full control effect
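Infected RBCs, 2% Hct / 0.05% parasitemia final; luciferase-reporter P. falciparum; cpd 96 h, 37 C, 5% CO2; luciferase detection reagent; luminescence.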
LmPK inhibitor – blocks Leishmania mexicana pyruvate kinase activity. purified LmPK, Kinase-Glo ATP luminescence, 1 h. Potency, µM (highest dose often 57.5 µM), for the others: at the highest dose activity change, negative = inhibition, usual class: inhibitors. hit rate 0.37% among 290,000; also: potency is read from the fitted curve at half-maximal effect; % is scaled to controls: 0 for no effect and ±100 for the full control effect
Target sequence (Q27686 whole entry, looked up): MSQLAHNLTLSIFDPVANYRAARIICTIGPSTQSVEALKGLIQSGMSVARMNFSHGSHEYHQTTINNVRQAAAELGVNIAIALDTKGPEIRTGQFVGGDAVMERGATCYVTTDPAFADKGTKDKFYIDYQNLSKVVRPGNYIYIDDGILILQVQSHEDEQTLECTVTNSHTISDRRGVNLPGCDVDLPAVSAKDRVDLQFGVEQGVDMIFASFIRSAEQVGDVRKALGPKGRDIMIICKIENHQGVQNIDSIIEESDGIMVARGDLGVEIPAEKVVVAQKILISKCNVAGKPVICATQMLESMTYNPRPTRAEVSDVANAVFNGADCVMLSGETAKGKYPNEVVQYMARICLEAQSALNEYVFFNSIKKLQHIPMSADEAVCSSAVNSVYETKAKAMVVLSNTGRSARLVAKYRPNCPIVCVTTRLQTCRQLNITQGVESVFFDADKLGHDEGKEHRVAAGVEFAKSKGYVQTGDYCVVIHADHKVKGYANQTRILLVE
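Purified LmPK (0.1 nM) converted ADP (0.1 mM) to ATP with PEP (0.5 mM) in imidazole buffer pH 7.2 with KCl and MgCl2, 1 h at room temperature. ATP was read by Kinase-Glo luminescence; data normalized to uninhibited and no-enzyme controls.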
Shiga toxin inh – blocks Shiga toxin action in Vero cells; Vero cells, Shiga toxin protein synthesis inhibition reporter; inhibition, % at 38.7 µM; hit rate 9.2% among 290,000; AID 2315; in the data active = inhibition mostly above about 28%, no sharp cut-off; inactive = mostly below about 43%; also: 0% is about no effect
Numbers without * were called inactive; ? = inconclusive; nt = not tested or not shown; & = joins results of further samples; [ ] = dose if it differs, or a comment. Unless noted, calls follow the shape of the dose curve; as a rule, active = well fitted curve in the direction sought with a large enough effect; inconclusive = small, poorly fitted or top-dose-only effect, or another doubt; inactive = no such curve, though single readings can be large; an effect the other way counts as inactive or inconclusive. Outcome played no part in choosing rows; any-hit rate near 21%.

A first look (5 entries):
No.	Molecule	Tb PYK inh	Cycloheximide cs	AMA1-RON2 inh	Pf growth 48h
1	COc1ccc(S(=O)(=O)NCCN2CCOCC2)cc1[N+](=O)[O-]	-2%	10	-5%	23%
2	CC(=O)NS(=O)(=O)c1ccc(NS(=O)(=O)c2ccc(F)cc2)cc1	1%	-4	-3%	17%
3	CC(=O)Nc1ccc(S(=O)(=O)Nc2nc3ccccc3nc2-n2ccc(=NC(=O)c3ccccc3)cc2)cc1	1%	2	2%	7%
4	Cc1nn(-c2ccccc2Cl)c(Cl)c1/C=N/Nc1cccc(C(=O)O)c1	36%[activator]	64*	?	42%[activator]
5	COc1cccc(NC(=O)CSc2nnc(NC(=O)c3ccco3)s2)c1	-11%	11	-3%	52%[activator]

No.	Pf growth 96h	LmPK inhibitor	Shiga toxin inh
1	0%	3%	-6
2	-13%	0%	9
3	0%	-7%	-6
4	101%[activator]	0%	70*
5	56%[activator]	-8%	14

The list itself, from the first entry:
No.	Molecule	Tb PYK inh	Cycloheximide cs	AMA1-RON2 inh	Pf growth 48h
1	COc1ccc(S(=O)(=O)NCCN2CCOCC2)cc1[N+](=O)[O-]	-2%	10	-5%	23%
2	CC(=O)NS(=O)(=O)c1ccc(NS(=O)(=O)c2ccc(F)cc2)cc1	1%	-4	-3%	17%
3	CC(=O)Nc1ccc(S(=O)(=O)Nc2nc3ccccc3nc2-n2ccc(=NC(=O)c3ccccc3)cc2)cc1	1%	2	2%	7%
4	Cc1nn(-c2ccccc2Cl)c(Cl)c1/C=N/Nc1cccc(C(=O)O)c1	36%[activator]	64*	?	42%[activator]
5	COc1cccc(NC(=O)CSc2nnc(NC(=O)c3ccco3)s2)c1	-11%	11	-3%	52%[activator]
6	Cc1cc(C)c2c(N)c3cccc(C)c3nc2n1	-2%	-4	7%	4.1µM*
7	Cc1nc2c(C(=O)NCCc3ccccc3)c[nH]n2c(=O)c1Cl	-14%	-4	-1%	0%
8	COc1ccc2[nH]c(C)c(CCNc3ccc(C(F)(F)F)cc3[N+](=O)[O-])c2c1	7%	0	?	?
9	ClCC1NCC(c2ccccc2Cl)c2c1[nH]c1ccccc21 (centres undefined)	4%	-2	-2%	?
10	CC(c1ccccc1)n1c(-c2ccc(C(C)(C)C)cc2)n[nH]c1=S (centres undefined)	-19%	2	85%[activator]	20%

No.	Pf growth 96h	LmPK inhibitor	Shiga toxin inh
1	0%	3%	-6
2	-13%	0%	9
3	0%	-7%	-6
4	101%[activator]	0%	70*
5	56%[activator]	-8%	14
6	6.6µM*	0%	-24
7	?	4%	-10
8	15µM*	-3%	10
9	?	4%	-6
10	4.7µM*	-18%	20

No.	Molecule	Tb PYK inh	Cycloheximide cs	AMA1-RON2 inh	Pf growth 48h
11	O=C(Nc1ccc(F)cc1)N1CCC(c2nc3c(nnn3Cc3cccc(Cl)c3)c(=O)[nH]2)CC1	-2%	-3	-7%	?
12	O=C(CSc1nnnn1-c1cccc(F)c1)Nc1nc2ccccc2s1	0%	-5	-3%	12%
13	COc1ccc(N2CCN(c3oc(-c4ccccc4OC)nc3C#N)CC2)cc1	3%	3	?	42%[activator]
14	O=C(NCc1ccco1)C1CCC(N2C(=O)c3ccccc3C2=O)CC1 (centres undefined)	5%	-2	20%	39%[activator]
15	CCOC(=O)C(=CNc1ncccc1C)C(=O)OCC	0%	8	1%	?
16	C=CCn1c(-c2cccc(S(=O)(=O)N(CC)CC)c2)n[nH]c1=S	?	1	30%	17%
17	O=C1CC(=O)N(c2ccccc2)N1c1ccccc1	1%	-3	-8%	4%
18	O=C(c1c(F)c(F)c(F)c(F)c1F)N1CCN(c2cccc(C(F)(F)F)c2)CC1	-30%	3	-19%	?
19	Cc1cc(=O)[nH]c(SCC(=O)c2ccc(F)c(C)c2)n1	3%	14*	1%	?
20	O=C(NCc1ccccc1Cl)C1CCCN(S(=O)(=O)c2cccc3nonc23)C1 (centres undefined)	6%	-4	1%	-20%

No.	Pf growth 96h	LmPK inhibitor	Shiga toxin inh
11	319%[activator]	4%	-6
12	-18%	-10%	10
13	59%[activator]	8%	15
14	173%[activator]	-4%	-19
15	-11%	-2%	29
16	-20%	3%	-6
17	46%[activator]	-1%	1
18	48%[activator]	1%	2
19	0.26µM*	0%	26
20	-5%	10%	-10

No.	Molecule	Tb PYK inh	Cycloheximide cs	AMA1-RON2 inh	Pf growth 48h
21	Cc1cccc(-n2nnnc2SCn2nnc3ccccc3c2=O)c1	-2%	23*	7%	23%
22	CCC/C(C)=N\Nc1nc2c(c(=O)n(C)c(=O)n2C)n1C	-2%	9	66%[activator]	6%
23	CC(=O)N1CCCc2cc(S(=O)(=O)N3CCCC(C(=O)N4CCN(c5ccccc5)CC4)C3)ccc21 (centres undefined)	-5%&0%	4	-1%	?
24	O=C(Nc1ccccc1C(=O)N1CCCCCC1)c1ccccc1Cl	-2%	-3	7%	-7%
25	O=C(O)CCCCCNS(=O)(=O)c1c(Cl)cccc1Cl	8%	1	16%	-10%
26	COCCCN1C(=O)c2ccc(C(=O)Nc3ccc(OC)cc3)cc2C1=O	-3%	15*	7%	nt
27	Cc1sc2ncnc(N3CCN(C(=O)c4ccco4)CC3)c2c1C	2%	-3	20%	-22%
28	COc1ccc(C(C)=O)cc1COC(=O)Cc1cc(OC)c(OC)c(OC)c1	1%	-2	-1%	-2%
29	COc1cc(Cl)c(C)cc1NC(=O)CN1CCCCCC1	7%	0	8%	3%
30	O=C(N/N=C/c1c[nH]c2ccccc12)C1CC(=O)N(c2ccccc2)C1 (centres undefined)	-4%	-4	-1%	5%

No.	Pf growth 96h	LmPK inhibitor	Shiga toxin inh
21	?	1%	53
22	11%	-11%	23
23	0%	4%	-18
24	21%	-1%	-4
25	?	0%	0
26	?	-12%	38
27	-12%	-11%	-15
28	-1%	6%	-10
29	7%	2%	14
30	28%	3%	-18

No.	Molecule	Tb PYK inh	Cycloheximide cs	AMA1-RON2 inh	Pf growth 48h
31	Cc1ccc(O)c(-c2cc(C(=O)Nc3cccnc3)[nH]n2)c1	2%	31*	87%[activator]	3.7µM*
32	COC(=O)COc1ccc(/C=N/NC(=O)c2ccc(N(Cc3ccccc3)S(C)(=O)=O)cc2)cc1	6%	-2	12%	?
33	Cc1ccc(-c2[nH]ncc2CNCCc2cnn(-c3ccccc3)c2)cc1C	0%	1	-2%	13µM*
34	COc1ccc2c(=O)c3c(=O)n(Cc4ccco4)c(C(C)C)nc3oc2c1	4%	-3	-9%	-11%
35	Cc1cccc(N(CC(=O)N=Nc2c(O)[nH]c3ccccc23)S(C)(=O)=O)c1C	-18%	-3	-24%	-8%
36	CC1=Nc2cc(C(=O)NCCCN3CCOCC3)ccc2Sc2c(C)ccc(C)c21	0%	-4	-6%	?
37	Cc1ccc(S(=O)(=O)N2CCCCC2)cc1NC(=O)Cn1cc(C(F)(F)F)ccc1=O	-2%	nt	-8%	-28%
38	COc1c(Br)cc(C(N)=O)cc1OCc1ccccc1	4%	6	-8%	-11%
39	COc1ccc(OC)c(-c2csc(NC(=O)CN3C(=O)C4CCCCC4C3=O)n2)c1 (centres undefined)	0%	nt	-20%	-5%
40	O=C(NC1CC1)C1CCN(c2ncnc3c2sc2cccc(F)c23)CC1	1%	-1	0%	nt

No.	Pf growth 96h	LmPK inhibitor	Shiga toxin inh
31	2.9µM*	-4%	80*
32	?	2%	-8
33	?	2%	-8
34	?	6%	2
35	nt	-7%	-5
36	-6%	7%	-8
37	-15%	nt	nt
38	-4%	1%	-4
39	0%	nt	nt
40	?	5%	-13

No.	Molecule	Tb PYK inh	Cycloheximide cs	AMA1-RON2 inh	Pf growth 48h
41	CC(=O)Nc1ccc(NC(=O)COC(=O)/C(=C/c2ccccc2)n2nnnc2C)cc1	-1%	-3	0%	12%
42	CC(=O)n1c2ccccc2c2nc(NC(C)C)sc21	-21%	16*	-12%	nt
43	Oc1cccc(/C=N/Nc2cccc3cccnc23)c1	-4%	44*	-11%	-22%
44	CCCc1ccc(C(=O)CCC(=O)O)cc1	4%	52*	12%	51%[activator]
45	O=C(CSCc1ccccc1Cl)Nc1ccc2c(c1)OCCO2	-1%	58*	-16%	114%[activator]
46	CC1CN(C(=O)c2ccn(C)n2)CC(C)O1 (centres undefined)	5%	3	7%	23%
47	Cc1ccsc1C(=O)OCC(=O)NCCNC(=O)COC(=O)c1sccc1C	2%	nt	18%	15%
48	Cc1ccccc1C(=O)NCCNc1ccc([N+](=O)[O-])cc1	4%	2	-4%	?
49	COC(=O)COc1cc(OCC(=O)OC)c2c(C)c(Cl)c(=O)oc2c1	-13%	-4	20%	9%
50	COc1ccc(CNc2ncnc3cc(Cl)ccc23)cc1OC	6%	-1	1%	11%

No.	Pf growth 96h	LmPK inhibitor	Shiga toxin inh
41	2%	-7%	12
42	7%	-2%	22
43	224%[activator]	?	123*
44	6%	-4%	65*
45	107%[activator]	-4%	95*
46	37%	-1%	1
47	49%[activator]	nt	nt
48	45%[5.75 µM]	2%	21
49	?	7%	-9
50	6%	1%	-5

No.	Molecule	Tb PYK inh	Cycloheximide cs	AMA1-RON2 inh	Pf growth 48h
51	O=C(NCCc1ccccc1)C1CCCN(c2ncnc3c2nc2n3CCCCC2)C1 (centres undefined)	3%	4	0%	-28%
52	COC(=O)CC1C(=O)NCCN1C(=O)Nc1ccc(Cl)cc1 (centres undefined)	4%	2	0%	22%
53	COCCNC(=O)C1CC(c2ccccc2[N+](=O)[O-])=NO1 (centres undefined)	2%	-2	14%	21%
54	Cc1ccc(Oc2cc(NC(=O)CCCn3nc([N+](=O)[O-])cc3C)cc([N+](=O)[O-])c2)cc1	-9%	1	-3%	12%
55	COC(=O)c1ccc(/C=N/OCC(=O)NC2CCCC(C)C2C)cc1 (centres undefined)	-11%	-3	?	nt
56	COC(=O)Nc1ccc(S(=O)(=O)N2CCCCC2C(=O)O)cc1 (centres undefined)	-5%	-1	-23%	-5%
57	CC1CCCC(C)N1C(=O)CSc1nccc(=O)[nH]1 (centres undefined)	1%	-1	10%	1%
58	CCOc1cc(CNCCO)cc(Br)c1OCc1ccc(Cl)cc1	-1%	-2	-11%	?
59	CCN(CC)c1ccc2c(C)c(-c3ccc(N)cc3)c(=O)oc2c1	14%	27*	24%	?
60	O=C(Nc1ccc2c(c1)OCCO2)c1ccoc1	3%	35*	1%	83%[activator]
61	Cc1ccc(S(=O)(=O)Nc2cccc(C(=O)N3CCN(c4ccccc4O)CC3)c2)cc1F	-2%	nt	0%	1.5µM*
62	C=CCn1c(=O)c2ccccc2n2c(SCC(=O)N(C)C)nnc12	-10%	11	10%	0%

No.	Pf growth 96h	LmPK inhibitor	Shiga toxin inh
51	?	7%	-7
52	nt	-2%	-19
53	?	0%	-10
54	-27%	2%	-15
55	-15%	4%	-9
56	?	-1%	-7
57	-22%	-1%	12
58	12µM*	3%	-7
59	?	0%	34*
60	99%[activator]	-16%	65*
61	?	nt	nt
62	21%	0%	-6
